Compound activity from PubChem BioAssay.
CDK5 p35 inh = CDK5/p35 (human) kinase inhibition | Q00535+Q15078 | Recombinant CDK5/p35, ADP-Glo luminescence, 60 min | inhibition, % at 10 µM | hit rate 0.01% among 330,000 | AID 488839;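 active = highest replicate inhibition of at least 50% and at least 75% of replicates reaching 50%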;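 note: plate controls were DMSO neutral control for no effect and GW8510 at 10 µM for full effect; many of its hits are not listed in these tables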
dFosB activator = enhances mouse delta FosB homodimer DNA binding. purified delta FosB, TAMRA-CDK5 oligo fluorescence polarization; percent of positive-control signal above neutral wells. hit rate 0.99% among 340,000. AID 493131. P13346. activation, % at 25 µM;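 active = mean activation above about 17%, with every replicate also reaching it, limit read from the data, passing the limit was not always enough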;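 note: fluorescence polarization rise as delta FosB binds a TAMRA Cdk5 AP-1 oligo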
PKA-R1A activ = activators of PKA-R1A complex. P00514+P68181. PKA-R1A dissociation, Cy5-IP20 fluorescence polarization; scaled: DMSO 0%, 113 µM cGMP 100%. activation, % at 11.4 µM. hit rate 0.083% among 340,000. AID 504707;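 active = percent activation above the mean of all tested compounds plus 3 SD, cut at about 19% in these data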;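 note: higher means more PKAc released from R1A so a rise in polarization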
PKA-R2B act = activators of human PKA-R2B complex. P22694+P31323. activation, % at 11.4 µM. AID 504700. PKA-R2B holoenzyme dissociation, Cy5-IP20 fluorescence polarization; R2B truncated from residue 108, S112A mutant; 0% DMSO only, 100% 113 µM cGMP. hit rate 0.079% among 340,000;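 active = activation above a cutoff set at the mean over all compounds plus 3 SD, cut at about 18% in these data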;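 note: higher means more holoenzyme dissociation and a rise in polarization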
SR-BI HDL uptake = mouse SR-BI HDL lipid transfer inhibition; Q61009; ldlA[mSR-BI] CHO cells, DiI-HDL uptake fluorescence, 3 h; inhibition, % at 12.5 µM; hit rate 0.96% among 320,000; AID 488896;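 active = mean replicate inhibition of at least 70% and a set share of replicates each scoring 70 or more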;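 note: 0% = median of neutral control wells and 100% = median of positive control wells; values of inactives mirror those of a sister screen read the other way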
SR-BI uptake up = enhances SR-BI lipid uptake from DiI-HDL; CHO ldlA[mSR-BI] cells, DiI-HDL uptake fluorescence, 3 h; 100 = double the neutral-control signal; activation, % at 12.5 µM; hit rate 0.096% among 320,000;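 active = mean replicate activation of at least 60% and every replicate at or above 60%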;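 note: 0% = median plate neutral-control signal and 100% = twice that signal; values of inactives mirror those of a sister screen read the other way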
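Test system: SR-BI-overexpressing, LDLR-lacking CHO cells; Medium: Ham's F12 with 0.5% BSA, HEPES 25 mM, pH 7.4; Schedule: 3 h, 37 °C; Technique: bottom-read fluorescence, 550/595 nm.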
MITF act = increases MITF-driven TRPM1 promoter luciferase signal; activation, % at 12.5 µM; hit rate 0.75% among 300,000; SK-MEL-5 TRPM1-promoter luciferase, 24 h; % of positive control, neutral wells = 0;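 active = mean activation of at least 80% with every replicate also reaching 80%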;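 note: 0% = neutral control wells and 100% = parthenolide positive control wells; values of inactives mirror those of a sister screen read the other way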
SUMO Mot1 rescue = SUMOylation pathway inhibition by Mot1-301 growth rescue. hit rate 1% among 320,000. AID 2716. growth rescue, % at 18.8 µM. S. cerevisiae Mot1-301 growth rescue, ATP luminescence, 38.5C; percent above DMSO median, 100 means doubled;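 active = every valid replicate shows activation above 250% relative to neutral control wells; inactive = the rest, any valid replicate at or below 250%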;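 note: OY570 slx delta 5 strain wells were the positive control but not used for scaling; some compounds called inactive have numbers as strong as hits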
DSG3 Ab inh = inhibitors of pemphigus antibody binding to human desmoglein-3; P32926; hit rate 0.48% among 310,000; DSG3-coupled beads, scFv-anti-DSG3-GFP binding, flow cytometry; active compounds read low; binding (percent of control), % at 10 µM; AID 588358;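 active = binding more than 3 SD below its plate's average and above zero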;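 note: hits lower antibody fragment binding to DSG3; some compounds called inactive have numbers as strong as hits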
Target sequence (P32926 whole entry, looked up, the tested form may be a part): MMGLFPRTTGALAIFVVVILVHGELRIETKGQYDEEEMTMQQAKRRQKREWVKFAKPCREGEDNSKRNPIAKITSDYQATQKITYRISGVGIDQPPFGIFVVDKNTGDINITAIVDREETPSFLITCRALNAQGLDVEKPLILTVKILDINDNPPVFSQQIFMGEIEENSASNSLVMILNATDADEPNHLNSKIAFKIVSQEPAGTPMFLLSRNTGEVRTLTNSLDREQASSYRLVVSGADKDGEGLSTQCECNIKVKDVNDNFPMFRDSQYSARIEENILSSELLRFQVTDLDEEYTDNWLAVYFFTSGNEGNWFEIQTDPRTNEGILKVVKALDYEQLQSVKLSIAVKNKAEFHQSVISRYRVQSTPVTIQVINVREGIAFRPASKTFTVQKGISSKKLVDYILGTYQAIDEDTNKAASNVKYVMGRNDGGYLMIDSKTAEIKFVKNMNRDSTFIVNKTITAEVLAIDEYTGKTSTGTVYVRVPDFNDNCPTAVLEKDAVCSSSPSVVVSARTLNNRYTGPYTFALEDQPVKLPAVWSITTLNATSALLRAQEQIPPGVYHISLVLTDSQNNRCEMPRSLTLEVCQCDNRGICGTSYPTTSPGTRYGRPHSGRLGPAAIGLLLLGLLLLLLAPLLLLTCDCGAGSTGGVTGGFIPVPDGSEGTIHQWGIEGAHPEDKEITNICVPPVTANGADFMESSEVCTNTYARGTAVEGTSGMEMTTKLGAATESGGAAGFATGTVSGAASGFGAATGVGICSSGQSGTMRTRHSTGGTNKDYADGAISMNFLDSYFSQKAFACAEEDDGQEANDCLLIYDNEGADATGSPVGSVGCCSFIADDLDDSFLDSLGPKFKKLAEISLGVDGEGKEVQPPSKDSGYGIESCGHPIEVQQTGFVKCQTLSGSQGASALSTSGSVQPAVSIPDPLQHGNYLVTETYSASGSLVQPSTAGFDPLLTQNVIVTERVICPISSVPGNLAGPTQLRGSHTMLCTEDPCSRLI
NSD2 HMT inh = NSD2 (human) methyltransferase inhibition; O96028; NSD2 peptide methylation, AlphaScreen, 120 min; inhibition, % at 12.5 µM; hit rate 0.54% among 310,000; in the data active = inhibition above about 50%
Arrestin-AP2 inh = inhibitors of human beta-arrestin and AP2 interaction | FITC-arrestin peptide / GST-AP2 beads, flow cytometry; AP2 beta2 appendage carries R879A mutation | inhibition, % at 10 µM | hit rate 0.31% among 340,000;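 active = inhibition above a set limit, near 3 SD of compounds lacking own fluorescence, cut at about 54% in these data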;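 note: plate controls were DMSO wells for no effect and 5 µM unlabelled arrestin peptide for full effect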
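test system = AP2 appendage R879A on GSH beads | buffer or medium = PBS plus Tween 20 (0.05%) and BSA (0.1%) | incubation = 12 min plus 1 h, RT | detection = bead flow cytometry, FITC channel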
* marks the source's active call; other numbers are inactive results; . = not tested or not shown.

SMILES	CDK5 p35 inh	dFosB activator	PKA-R1A activ	PKA-R2B act	SR-BI HDL uptake	SR-BI uptake up	MITF act	SUMO Mot1 rescue	DSG3 Ab inh	NSD2 HMT inh	Arrestin-AP2 inh
O=C(O)c1cccc(NC(=S)NC(=O)c2cncc(Br)c2)c1	1.5	-0.3	-7.5	-5.3	-22.6	22.6	.	-2.0	92.2	-1.5	-2.9
CC1(C)Cc2c(sc(NC(=O)COc3cccc4ccccc34)c2C#N)C(C)(C)N1	0.0	14.7	4.8	-2.3	-3.2	3.2	.	-7.2	111.2	-0.4	2.8
CC(C)(C)OC(=O)N1CCCC(C(=O)Nc2ccc(C(=O)NCc3ccccc3)cc2)C1 (configuration not stated)	-0.6	-18.4	-13.9	-3.9	14.8	-14.8	-1.5	.	98.5	.	38.2
COc1ccc(N(CC(=O)N2CCc3ccccc3C2)S(C)(=O)=O)cc1OC	1.0	-1.2	7.0	14.1	0.6	-0.6	3.3	-10.5	101.3	0.8	3.5
O=C(N/N=C\c1cccc(Cl)c1)c1n[nH]c2c1CCCC2	3.8	-0.9	-4.9	-11.6	45.3	-45.3	100.4*	-17.1	85.3	1.0	3.4
O=C(C=Cc1cccs1)c1cccs1	1.5	2.3	3.6	-5.0	-14.5	14.5	21.7	.	92.0	3.5	22.4
O=c1[nH]c(C2CCN(S(=O)(=O)c3ccccc3)CC2)nc2c1nnn2Cc1cccc(Cl)c1	1.1	-24.2	2.1	-8.7	.	.	-2.2	95.8	.	-4.5	-0.6
Cc1cccc(C(C)C)c1NC(=O)C1CN(S(=O)(=O)c2ccccc2)CCN1S(=O)(=O)c1ccccc1 (configuration not stated)	-0.7	-12.2	-6.4	-8.4	15.2	-15.2	-3.6	28.0	114.2	-1.2	-6.2
O=C(OCCCN1C(=O)c2ccccc2C1=O)c1ccco1	0.4	5.3	-1.4	4.3	-7.8	7.8	-2.4	-1.7	.	0.1	-8.1
Cn1c(=O)c2c(nc(N3CCc4ccccc4C3)n2C)n(C)c1=O	-1.2	-5.3	-5.3	1.5	20.8	-20.8	-10.6	-14.0	106.0	0.5	-18.5
COc1ccc(NC(=S)N2CCN(Cc3ccco3)CC2)c(OC)c1	0.1	0.5	-12.3	-2.9	1.1	-1.1	-9.4	39.5	110.7	-0.2	-7.7
COc1cc(N=C2C(=O)N3CCCc4cccc2c43)cc(OC)c1	0.9	5.5	-15.0	-3.7	-27.3	27.3	-5.3	-1.5	94.4	5.5	17.2
CC(C(=O)O)N1C(=O)/C(=C/c2cccn2C)SC1=S (configuration not stated)	-0.9	-1.7	-4.3	-2.0	-24.9	24.9	-10.7	8.9	105.9	3.1	-0.5
COc1cccc(N2CCN(c3nc(C)c(C)c(=O)[nH]3)CC2)c1	-0.4	-9.9	0.8	1.1	7.5	-7.5	-8.9	4.2	112.8	1.6	-5.0
O=C(O)CC1S/C(=N\N=C/c2ccccc2O)N(c2ccc(O)cc2)C1=O (configuration not stated)	-1.0	0.1	-18.4	8.4	-1.1	1.1	-5.8	319.2	98.1	0.3	14.2

MITF act, hit marks shown above.
SMILES	CDK5 p35 inh	dFosB activator	PKA-R1A activ	PKA-R2B act	SR-BI HDL uptake	SR-BI uptake up	MITF act	SUMO Mot1 rescue	DSG3 Ab inh	NSD2 HMT inh	Arrestin-AP2 inh
O=C(N/N=C\c1cccc(Cl)c1)c1n[nH]c2c1CCCC2	3.8	-0.9	-4.9	-11.6	45.3	-45.3	100.4*	-17.1	85.3	1.0	3.4

5 entries out of the list, arranged by molar mass, high to low:
SMILES	CDK5 p35 inh	dFosB activator	PKA-R1A activ	PKA-R2B act	SR-BI HDL uptake	SR-BI uptake up	MITF act	SUMO Mot1 rescue	DSG3 Ab inh	NSD2 HMT inh	Arrestin-AP2 inh
CC1(C)Cc2c(sc(NC(=O)COc3cccc4ccccc34)c2C#N)C(C)(C)N1	0.0	14.7	4.8	-2.3	-3.2	3.2	.	-7.2	111.2	-0.4	2.8
COc1ccc(N(CC(=O)N2CCc3ccccc3C2)S(C)(=O)=O)cc1OC	1.0	-1.2	7.0	14.1	0.6	-0.6	3.3	-10.5	101.3	0.8	3.5
COc1cc(N=C2C(=O)N3CCCc4cccc2c43)cc(OC)c1	0.9	5.5	-15.0	-3.7	-27.3	27.3	-5.3	-1.5	94.4	5.5	17.2
O=C(OCCCN1C(=O)c2ccccc2C1=O)c1ccco1	0.4	5.3	-1.4	4.3	-7.8	7.8	-2.4	-1.7	.	0.1	-8.1
CC(C(=O)O)N1C(=O)/C(=C/c2cccn2C)SC1=S (configuration not stated)	-0.9	-1.7	-4.3	-2.0	-24.9	24.9	-10.7	8.9	105.9	3.1	-0.5

The results go on:
SMILES	CDK5 p35 inh	dFosB activator	PKA-R1A activ	PKA-R2B act	SR-BI HDL uptake	SR-BI uptake up	MITF act	SUMO Mot1 rescue	DSG3 Ab inh	NSD2 HMT inh	Arrestin-AP2 inh
CN1CCN(Cc2nc3c([nH]2)c(=O)[nH]c(=O)n3C)CC1	-1.5	0.6	-10.5	0.0	9.2	-9.2	-4.6	-5.9	94.2	2.5	9.4
COC(=O)C(C#N)c1nc2ccccc2nc1N1CCCC1 (configuration not stated)	0.8	-3.5	3.8	5.5	4.0	-4.0	-5.2	585.7	116.2	6.1	13.9
CC(=O)c1c(C)[nH]c(C(=O)CSc2nnc(-c3ccco3)n2Cc2ccccc2)c1C	2.2	-3.3	-1.9	-5.7	80.0*	-80.0	4.8	48.2	107.9	58.1*	-12.1
CCOC(=O)C1(CC2CCCCO2)CCN(Cc2ccccc2-c2ccco2)CC1 (configuration not stated)	0.5	-11.3	1.1	-8.3	.	.	-4.6	7.2	93.7	-1.0	-1.9
O=C(Nc1nnc(Cc2ccccc2)s1)C1CCN(C(=O)c2ccco2)CC1	-0.1	-1.9	-9.0	-0.5	3.9	-3.9	-4.3	5.7	94.0	2.3	-8.7
CCCN(C(=O)CCNC(=O)Cn1cnc2ccccc2c1=O)c1cccc(C)c1	0.2	-1.6	-5.8	7.5	.	.	.	-12.1	92.5	3.0	3.9
CC1(C)Cc2c(cnn2-c2ccc(F)cc2)C(NC(=O)c2ccoc2)C1 (configuration not stated)	0.1	-10.0	-5.3	-1.9	15.9	-15.9	0.7	-3.9	100.6	-7.0	-0.7
CC(NC(=O)c1ccc(N(C)C)cc1)C(c1cccs1)N1CCN(C)CC1 (configuration not stated)	-3.9	0.7	-1.4	7.9	-5.9	5.9	67.2	1.4	95.8	2.2	-6.9
O=C(NC(CC1CCCCC1)C(=O)O)c1ccccc1 (configuration not stated)	0.6	7.6	-5.0	-7.6	-31.4	31.4	3.3	7.4	105.6	.	3.4
COc1cc(C(=O)Nc2ccc(OCC(=O)N3CCOCC3)cc2C)cc(OC)c1OC	-9.3	-2.2	-4.6	-2.6	-12.6	12.6	-8.1	-4.3	97.1	-2.5	-2.6
COc1cc(C#N)ccc1OCC(=O)c1ccc2c(c1)OCCO2	1.1	-3.2	10.2	-2.5	-5.8	5.8	-1.5	7.1	93.8	5.0	27.8
CCCC(CCC)C(=O)NCCN1CCOCC1	1.6	2.5	-4.2	-10.5	-25.3	25.3	.	22.0	99.3	-1.0	-0.4
CC(C)CCN1CCN(Cc2nc3ccccc3s2)CC1CCO (configuration not stated)	-0.4	-7.6	-1.4	-6.8	.	.	12.5	1.6	104.6	0.9	-5.5
FC(F)(F)c1nnc2ccc(-n3ccnc3)nn12	-0.4	2.0	1.5	-6.2	.	.	2.2	0.5	102.9	.	34.8
COc1ccc(C2C3=C(COC3=O)Oc3cc4c(cc32)OCO4)cc1OC (configuration not stated)	0.4	-14.1	4.7	-0.7	20.5	-20.5	5.0	.	91.9	11.5	13.0
O=C(NCc1ccccc1Cl)C1CCN(S(=O)(=O)N2CCCCCC2)CC1	2.7	1.8	-9.7	-13.4	61.4	-61.4	-12.5	6.7	91.7	21.1	6.7
O=C(NCCCN=C1NS(=O)(=O)c2ccccc21)c1ccc(F)cc1	0.3	-6.5	-20.1	-4.0	4.1	-4.1	-2.6	5.8	100.8	-0.3	-12.3
CC(C)c1nnc(SCC(=O)NCCC2=CCCCC2)n1N	-1.9	-1.0	-9.1	-0.1	13.6	-13.6	0.5	-20.1	101.7	-7.2	0.1
CCC(=O)c1c[nH]c(C(=O)NCc2cccs2)c1	-1.8	2.8	-4.6	-0.9	.	.	-0.3	-8.6	99.9	-2.2	-0.2
COc1ccc(C(C)=O)cc1CSc1nnc(Nc2ccccc2C)s1	-1.2	-8.6	-3.9	-11.9	36.5	-36.5	0.8	4.1	102.8	-1.7	0.3
O=C(CCS(=O)(=O)c1ccccc1)Nc1nc2ccc(F)cc2s1	0.7	1.4	-6.7	-1.5	24.8	-24.8	-14.2	0.2	101.7	-1.7	-19.9
CCc1cccc(N(CC(=O)NCc2ccc(F)cc2)C(=O)c2csnn2)c1	-1.0	-7.7	-7.5	5.5	-3.6	3.6	4.6	0.3	96.1	2.4	6.1
CCCn1c(C)cc(C(=O)COc2ccc(C)nc2[N+](=O)[O-])c1C	-3.1	-4.6	-3.2	-6.8	5.7	-5.7	2.6	20.6	107.3	1.1	-9.3
O=S(=O)(c1ccc(F)cc1)N1CCCN(Cc2c(F)cccc2F)CC1	0.4	-2.8	-6.2	-4.6	-7.0	7.0	0.6	-4.6	95.6	12.5	-15.1
CCOC(=O)c1c(C)[nH]c(C)c1S(=O)(=O)N1c2ccccc2CC1C (configuration not stated)	.	-11.6	0.9	2.4	-1.2	1.2	-2.9	-17.3	116.1	5.7	-2.1
Cc1ccccc1NC(=O)Cc1nc(COC(=O)c2ccc(C(F)(F)F)cc2)cs1	-5.8	0.4	-8.6	-10.0	1.4	-1.4	8.3	-12.5	87.3	0.8	2.5
CCCCNc1c(-c2ccc(OC)c(SC(C)CC)c2)nc2cnccn12 (configuration not stated)	-7.1	-4.8	-2.7	-6.2	56.1	-56.1	5.6	.	162.4	.	4.5
CC(C)c1cn(C2OC(COC(=O)c3ccccc3)C(OC(=O)c3ccccc3)C2OC(=O)c2ccccc2)c(=O)[nH]c1=O (configuration not stated)	1.4	2.5	9.1	0.8	-20.8	20.8	-2.0	2.9	97.7	.	3.7
O=C(NCCN1C(=O)S/C(=C\c2cccc(Cl)c2Cl)C1=O)C1=COCCO1	-0.3	-6.1	5.2	-1.2	-0.6	.	-10.3	6.8	106.5	1.8	36.9
